Casp7 inh: blocks human caspase-7 allosterically or competitively. recombinant caspase-7, Ac-DEVD-AFC fluorescence rate. Potency, µM (highest dose often 57.5 µM), for the others: top-dose activity change, negative = inhibition, actives largely listed as inhibitors. 0.02% of 75,000 active. P55210. AID 889; active = well fitted inhibition curve with a large enough effect in the main read-out, with a control signal flat, not every such curve was filed as active; inconclusive = small, poorly fitted or top-dose-only effect, or a change in a side signal; also: potency is read from the fitted curve at half-maximal effect; % of control where 0% means no effect
BRCT inh red: BRCT-phosphoprotein interaction inhibition (red fluorophore) | P38398 | 0.03% of 75,000 active | BRCT-phosphopeptide binding, red fluorescence polarization | Potency, µM (doses to about 76.9 µM), without a hit: top-dose activity change, negative = inhibition, usual class: inhibitors; also: % is scaled to controls: 0 for no effect and ±100 for the full control effect
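Rhodamine-labelled pBACH1 10-mer (100 nM) bound to BRCT domain (100 nM) at pH 7.3; compounds incubated 12 min room temperature, polarization read. Free peptide defines full inhibition; unlabelled decapeptide titrated as control.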
Casp1 inh: blocks human caspase-1 allosterically or competitively | P29466 | Caspase-1 enzyme, Ac-WEHD-AFC fluorogenic rate | Potency, µM (doses to about 57.5 µM), without a hit: top-dose activity change, negative = inhibition, actives largely listed as inhibitors | 0.03% of 75,000 active | AID 900;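 also: potency is read from the fitted curve at half-maximal effect; plate controls were vehicle for no effect and no substrate for full effect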
HEK293 cAMP cs: raises cAMP in parental HEK293 cells, TSHR agonist counter-screen | parental HEK293 CNG cAMP sensor, membrane potential fluorescence | Potency, µM (doses to about 57.1 µM), without a hit: at the highest dose activation, actives largely listed as activators | 2.5% of 73,000 active; also: potency is read from the fitted curve at half-maximal effect; % of control where 0% means no effect; nearly all actives have a fitted effect of over 55% in size
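Counterscreen for endogenous-receptor signalling: CNG-channel HEK 293 cells report cAMP rise by membrane depolarization. After 60 min dye equilibration with 100 uM RO 20-1724, compounds incubated 30 min before bottom-read fluorescence at 590 nm.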
Tau fil binding: binders of human tau filaments; recombinant tau filaments, thioflavin S fluorescence, 15 h; filaments grown with octadecylsulfate alongside compound; Potency, µM (doses to about 57.1 µM), for inactives: at the highest dose activity change, negative = inhibition; 2% of 71,000 active; P10636; AID 596;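 also: potency is read from the fitted curve at half-maximal effect; % is scaled to controls: 0 for no effect and ±100 for the full control effect; actives lower thioflavin S fluorescence by blocking filaments or displacing dye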
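His-tagged recombinant human tau (exons 2, 3, 10; 1 uM final) fibrillized with 30 uM sodium octadecylsulfate, 15 h at 37 C, in pH 7.4 HEPES buffer with 10 uM thioflavine S and 5 mM DTT. Reduced ThS fluorescence (450/510 nm) marks activity.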
Rhodamine fluor: compound autofluorescence in rhodamine spectral region | max dye-equivalent concentration, M | 0.05% of 59,000 active | Rhodamine-region fluorescence, 547/598 nm, Tris buffer; hits give high values; in the data active = max dye-equivalent concentration above about 11 nM; inconclusive = between about 1.1 nM and that limit
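Compound fluorescence in 100 mM Tris, pH 8.0, read after 15 min at room temperature with 547 nm excitation and 598 nm emission. Output is dye-equivalent concentration from an on-plate rhodamine standard series.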
BRCT inh green: inhibitors of human BRCA1 BRCT-phosphoprotein interaction (green fluorophore); AID 875; Potency, µM (highest dose often 76.9 µM), for inactives: top-dose activity change, negative = inhibition, usual class: inhibitors; BRCA1 BRCT-phosphopeptide binding, green fluorescence polarization; 0.05% of 75,000 active;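 also: potency is read from the fitted curve at half-maximal effect; plate controls were peptide without protein for full effect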
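Fluorescence polarization: His-tagged BRCT (~35 kDa BRCA1 C-terminus, 250 nM) bound to 100 nM fluorescein-labeled phosphorylated 10-aa BACH1 peptide, pH 7.3 phosphate buffer with DTT and Tween 20. Compounds incubated 12 min at room temperature; inhibition read as lowered polarization.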
HADH2 inh: HADH2 (human) dehydrogenase inhibition; 3.4% of 73,000 active; Q99714; Potency, µM (highest dose often 57.1 µM), without a hit: top-dose activity change, negative = inhibition, actives largely listed as inhibitors; recombinant HADH2, NADH fluorescence, beta-hydroxybutyryl-CoA; also: potency is read from the fitted curve at half-maximal effect; % is scaled to controls: 0 for no effect and ±100 for the full control effect; nearly all actives have a fitted effect of over 60% in size; many of its hits are not listed in these tables
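Read-out: 360 nm excitation, 450 nm emission, kinetic over 4 min. Conditions: His-tagged human HADH2 20 nM, pH 9.0 Tris with Tween-20, 1 mM NAD+, 90 uM beta-hydroxybutyryl-CoA.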
15-hLO inh: blocks human 15-lipoxygenase activity | AID 887 | 1.4% of 74,000 active | purified 15hLO-1, xylenol orange hydroperoxide absorbance | Potency, µM (highest dose often 57.1 µM), inactives show at the highest dose activity change, negative = inhibition, actives largely listed as inhibitors | P16050; also: potency is read from the fitted curve at half-maximal effect; % is scaled to controls: 0 for no effect and ±100 for the full control effect; nearly all actives have a fitted effect of over 55% in size
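Purified human 15hLO-1 (40 nM) in 25 mM Hepes pH 7.5, 0.01% Triton X-100, preincubated 15 min RT with compound, then 50 uM arachidonic acid for 6 min. Hydroperoxide read by ferrous/xylenol orange, 30 min; 573/405 nm absorbance ratio gave progress.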
USP2a inh: inhibitors of human ubiquitin-specific protease USP2a; USP2a enzymatic assay, qHTS inhibition; Potency, µM (top dose mostly 38.3 µM), without a hit: at the top dose activity change, negative = inhibition, hits mostly inhibitors; 0.1% of 60,000 active; O75604;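 also: potency is read from the fitted curve at half-maximal effect; nearly all actives have a fitted effect of over 60% in size; plate controls were DMSO for no effect and NEM full inhibition control for full effect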
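20 nM USP2 core + cpd, 30 min RT; add 20 nM Ub-PLA2/20 uM NBD C6-HPC; read Ex460/Em535 at 0 h and 2.5 h. Normalized to NEM; qHTS curve fit/classification.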
DNA Pol III inh: DNA polymerase III holoenzyme inhibition; reconstituted DNA polymerase III holoenzyme replication, biochemical; Potency, µM (highest dose often 57.1 µM), inactives show top-dose activity change, negative = inhibition; AID 603; 0.25% of 71,000 active; also: potency is read from the fitted curve at half-maximal effect; % is scaled to controls: 0 for no effect and ±100 for the full control effect
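Reconstituted *E. coli* holoenzyme (0.35 nM Pol III, 1 nM beta, 154 nM SSB, 2 nM primase) was preincubated with compound for 15 min at RT. Synthesis on 1.4 nM ssM13Gori ran 35 min, then was stopped with PicoGreen/EDTA and read as dsDNA fluorescence.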
Starred values were filed as active, the others as inactive; i = inactive; ? = inconclusive; / = no result given; [ ] = dose if it differs, or a comment. Unless noted, calls follow the shape of the dose curve; as a rule, active = well fitted curve in the direction sought with a large enough effect; inconclusive = small, poorly fitted or top-dose-only effect, or another doubt; inactive = no such curve, though single readings can be large; an effect the other way counts as inactive or inconclusive. An excerpt (hit frequency here may not be typical).

SMILES	Casp7 inh	BRCT inh red	Casp1 inh	HEK293 cAMP cs	Tau fil binding	Rhodamine fluor	BRCT inh green	HADH2 inh	15-hLO inh	USP2a inh	DNA Pol III inh
CCOC(=O)Cn1c(=O)c2c(nc(Br)n2Cc2ccccc2)n(C)c1=O	4.6%	-1.1%	0.5%	11.3%	-0.6%	i	2.5%	2.3%	8.0%	-2.1%	-0.7%
CCC1CCCCN1C(=O)CSc1nnc(CNC(=O)COc2ccc(Cl)cc2)o1 (stereo not drawn)	-1.4%	0.7%	0.6%	4.4%	-7.4%	i	0.1%	9.5%	-1.2%	12.5%	0.0%
CC1=C(C(=O)Nc2ccccc2C)C2(CCCC2)C(C(N)=O)C(=O)N1 (stereo not drawn)	-1.4%	-2.2%	-0.8%	-0.9%	-4.1%	i	-1.1%	-4.0%	6.3%	2.1%	1.4%
Cn1c(=O)c2c(nc(SCCN3CCOCC3)n2Cc2cccc3ccccc23)n(C)c1=O	0.1%	-1.5%	-2.7%	17.3%	37.7%	i	4.5%	-12.6%	-5.9%	60.6%[activator]	-5.6%
O=C(CCCn1c(=S)[nH]c2cc3c(cc2c1=O)OCO3)N1CCc2ccccc2C1	-4.9%	-1.3%	-3.7%	5.5%	149.1%	i	1.9%	-7.0%	-19.0%	37.5%[activator]	-0.2%
CN1/C(=C\C(=O)COC(=O)CN2C(=O)C3CC=CCC3C2=O)C(C)(C)c2ccccc21 (stereo not drawn)	-9.3%	1.6%	-7.3%	17.4%	1.5%	i	-3.7%	-7.9%	-3.6%	20.4%	-3.3%
Oc1ccccc1-c1nc(NCC2CCCO2)c2ccccc2n1 (stereo not drawn)	-27.2%	0.9%	?	3.2%	-5.0%	i	1.1%	-0.5%	-19.4%	-2.6%	3.9%
Cn1c(SCc2nnc3n2CCCCC3)nc2ccccc21	0.8%	0.8%	2.7%	-10.3%	-0.8%	i	-3.3%	-2.3%	11.8%	2.0%	0.4%
C=CCn1cc(C(=O)NCCCOCC)c(=O)c2cc(S(=O)(=O)N(CC)CC)ccc21	1.1%	-1.0%	-1.7%	7.1%	-4.6%	i	2.6%	-2.1%	7.0%	18.8%	3.1%
CC1CCC2C(=O)N3C(CCC(C)C3c3ccccc3Br)C(=O)N2C1c1ccc(C#CCN(C)C)cc1 (stereo not drawn)	0.5%[11.5 µM]	-0.5%[15.4 µM]	0.1%[11.5 µM]	-0.3%[11.4 µM]	/	/	-2.4%[15.4 µM]	11.0%[11.4 µM]	-5.3%[11.4 µM]	/	/
O=C1[C@@H]2[C@H](Cc3ccc(O)cc3)N[C@]3(C(=O)Nc4ccccc43)[C@@H]2C(=O)N1c1ccc(F)cc1	-1.6%	-0.9%	-0.7%	-3.0%	-6.3%	i	1.0%	-5.2%	0.6%	5.7%	-7.9%
C/C=C/COc1nc2c(c(=O)n(C)c(=O)n2C)n1C	-1.1%	-0.3%	-0.9%	-0.9%	7.9%	i	-0.4%	11.6%	8.2%	4.4%	-3.1%
CCOC(=O)c1sc(NC(=O)c2ccc(Cl)s2)cc1C	-9.7%	-1.5%	-9.4%	4.3%	217.3%	/	-2.1%	1.7%	-8.9%	/	1.2%
COCCCn1c(C(C)C)nc2oc3cc(OC)ccc3c(=O)c2c1=O	-0.1%	-0.3%	-2.5%	13.4%	13.9%	i	-2.3%	-2.3%	0.6%	3.3%	-9.9%
O=C1CC(C(=O)N(CC2CCCO2)C(C(=O)NC2CCCCC2)c2ccncc2)CS1 (stereo not drawn)	-1.9%	-0.8%	-1.5%	11.5%	-13.7%	i	-3.1%	-14.9%	2.5%	2.4%	4.3%
CCOC(=O)c1ccc(NC(=O)CCc2nc(-c3cccc(C)c3)no2)cc1	-1.4%	-0.3%	-3.3%	29.9%	152.7%	i	-1.0%	-13.2%	-19.8%	5.3%	4.6%
O=S(=O)(/N=C(/Nc1cc(N2CCOCC2)ncn1)c1ccccc1)c1ccccc1	-2.0%	1.5%	-1.1%	-1.7%	2.5%	i	2.3%	1.0%	-16.5%	19.8%	-11.9%
CC(C)Cn1cnc2c(N)nc3ccccc3c21	-0.3%	0.0%	2.4%	9.0%	17.5%	i	-0.3%	-1.4%	0.3%	0.6%	-0.8%
CC(C)C(OC(=O)CN1C(=O)COc2ccccc21)C(=O)NC1CCCC1 (stereo not drawn)	2.4%	-1.2%	-1.8%	?	2.2%	i	0.0%	7.2%	-2.4%	0.7%	-3.6%
OC[C@H]1O[C@@H](OC[C@H]2O[C@@H](O)[C@H](O)[C@@H](O)[C@@H]2O)[C@H](O)[C@@H](O)[C@@H]1O	-0.5%	2.4%	1.0%	/	/	/	-1.6%	/	-5.5%[25.6 µM]	/	/
O=C(NCCC1=CCCCC1)c1cnccn1	-2.7%	-0.3%	-14.5%	8.3%	?	i	0.0%	-1.3%	?	19.7%	2.3%
O=C(c1ccco1)N1CCN(Cc2ccc(Cl)cc2)CC1	-0.6%	-0.3%	-0.3%	1.6%	1.2%	/	-1.1%	1.4%	-13.5%	-2.8%	2.1%
CCCC1=[N+](CC)CCn2c(C)ccc21	-1.7%	-1.3%	-0.4%	7.3%	5.6%	i	-1.3%	-10.5%	-9.2%	-5.0%	-4.4%
CCn1c(NCc2ccc(N(C)C)cc2)nc2ccccc21	1.4%	0.6%	-1.7%	-28.0%	-22.8%	i	-4.2%	-4.5%	5.7%	4.4%	0.9%
C=C/C(C)=C/[C@]1(C)SC(=O)C(C)=C1O	-0.6%	-1.7%	2.6%	5.4%	-3.5%	i	-1.1%	?	-3.9%	9.1%	-13.2%
CCN(CC)CCn1c(-c2ccccc2)nc2c(N3CCOCC3)nc(C)nc21	0.5%	-0.9%	?	?	17.8%	/	-3.1%	?	-6.0%	/	-2.9%
Cc1cc(NC(=O)c2cccc(S(=O)(=O)N3CC(c4ccccc4)CC3=O)c2)no1 (stereo not drawn)	-1.0%	-0.1%	-2.9%	5.6%	-1.0%	/	5.9%	0.3%	-11.0%	/	3.0%
O=C(O)c1ccc2c(c1)C(=O)N(c1cc(C(=O)O)ccc1Br)C2=O	-1.6%	-0.5%	0.8%	3.2%	-5.0%	i	-0.7%	-1.0%	6.4%	2.0%	-1.7%
Cc1c(C)c2c(C)nn(-c3ccccc3)c2[nH]c1=O	0.8%	-1.5%	-1.1%	5.0%[11.4 µM]	18.0%[11.4 µM]	/	-1.1%	9.2%[11.4 µM]	2.7%[11.4 µM]	2.3%[7.66 µM]	0.7%[11.4 µM]
COc1ccc2c(c1)C(=O)OC2CC(=O)O (stereo not drawn)	-0.9%	-1.7%	-4.0%	-0.6%	-1.2%	i	-1.4%	-4.6%	-0.6%	-4.1%	-6.8%
CCOC(=O)C1=C(C)Nc2ncnn2C1c1ccc(N(C)C)cc1 (stereo not drawn)	-2.6%	-0.2%	-0.1%	-2.9%	-1.5%	i	-1.9%	-1.6%	-5.0%	-4.1%	-1.3%
CCN1CCN(C(=O)c2ccc3c(=O)n(C4CCCC4)c(=S)[nH]c3c2)CC1	-1.3%	0.7%	2.6%	25.5%	-19.9%	i	1.7%	-2.4%	7.7%	14.5%	-3.8%
N#Cc1nc(COc2ccccc2F)oc1NCc1ccc(F)cc1	-13.8%	0.9%	-5.3%	?	33.6%	/	4.4%	-16.1%	-17.3%	/	-2.0%
CC(C)C(NS(=O)(=O)c1ccc2c(c1)oc(=O)n2C)C(=O)N1CCN(C2CCCCC2)CC1 (stereo not drawn)	-0.1%	-0.1%	-1.0%	10.7%	-1.5%	/	0.7%	-5.3%	-3.5%	/	0.0%
Cc1cc(Cl)ccc1N1C(=O)CC(SCCC(=O)O)C1=O (stereo not drawn)	-0.5%	-0.7%	-0.3%	4.5%	5.3%	i	-0.6%	-14.1%	-3.4%	-5.2%	3.0%
Cc1ccc(-n2nc3c(c2NC(=O)c2c(-c4ccccc4Cl)noc2C)CSC3)cc1	-1.4%	-1.5%	-1.9%	?	67.0%	i	-0.4%	10.3%	-8.0%	55.6%[activator]	-6.0%
Cc1coc2c(C)c3oc(=O)c4c(c3cc12)CCCC4	-3.2%	-1.5%	-1.9%	10.3%	157.6%	/	-3.1%	13.4%	-5.8%	8.1%	-8.9%
O=c1cnc2cnc(Oc3ccccc3)nc2n1C1CC1	-4.6%	-1.0%	-1.1%	3.8%	-6.6%	i	0.8%	-1.7%	7.9%	62.3%[activator]	-6.7%

Screens from PubChem.
